# 14-3-3 PPI: alters human 14-3-3 gamma binding to Raf peptide | inhibition, % at 40 µM | AID 422 | FP, 14-3-3gamma / TMR-pS259-Raf peptide binding | hit rate 0.19% among 160,000; in the data active means inhibition above about 30%;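 further: 0% = protein plus tracer without compound and 100% = blank with tracer alone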
# Target sequence (P61981 whole entry, looked up): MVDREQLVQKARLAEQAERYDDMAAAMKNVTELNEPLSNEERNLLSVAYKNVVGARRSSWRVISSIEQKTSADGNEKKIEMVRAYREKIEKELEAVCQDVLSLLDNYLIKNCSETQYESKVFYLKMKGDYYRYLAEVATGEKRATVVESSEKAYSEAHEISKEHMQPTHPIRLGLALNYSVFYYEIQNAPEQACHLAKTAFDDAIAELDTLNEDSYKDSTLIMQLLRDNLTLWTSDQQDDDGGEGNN
# * marks the source's active call; other numbers are inactive results; & = joins results of further samples.
# Preview:
SMILES,14-3-3 PPI
Cn1cc(C(=O)NCN2CCCCC2)c2ccccc21,-1.8
COc1cc2c(cc1OC)C(C(=O)N1CCCC(C)C1)C(c1ccc(SC)cc1)N(C)C2=O (stereo unspecified),8.7
COc1ccc(S(=O)(=O)N(CC(=O)Nc2ccc(C(C)C)cc2)c2ccc(C)cc2)cc1,-3.9
O=C(O)CNc1nc(-c2ccccc2)nc2ccccc12,-11.4
O=C(NC1CCCC1)c1cc(=O)n(Cc2ccc(Cl)cc2)c2ccccc12,-3.9
CCC1CCc2c(sc(NC(=O)C3c4ccccc4Oc4ccccc43)c2C(=O)OC)C1 (stereo unspecified),-5.9
CCC(CC)C(=O)Nc1c2c(nn1-c1cccc(Cl)c1)CS(=O)C2 (stereo unspecified),-5.4

# This part in full (from the top)
SMILES,14-3-3 PPI
Cn1cc(C(=O)NCN2CCCCC2)c2ccccc21,-1.8
COc1cc2c(cc1OC)C(C(=O)N1CCCC(C)C1)C(c1ccc(SC)cc1)N(C)C2=O (stereo unspecified),8.7
COc1ccc(S(=O)(=O)N(CC(=O)Nc2ccc(C(C)C)cc2)c2ccc(C)cc2)cc1,-3.9
O=C(O)CNc1nc(-c2ccccc2)nc2ccccc12,-11.4
O=C(NC1CCCC1)c1cc(=O)n(Cc2ccc(Cl)cc2)c2ccccc12,-3.9
CCC1CCc2c(sc(NC(=O)C3c4ccccc4Oc4ccccc43)c2C(=O)OC)C1 (stereo unspecified),-5.9
CCC(CC)C(=O)Nc1c2c(nn1-c1cccc(Cl)c1)CS(=O)C2 (stereo unspecified),-5.4
Cc1ccc(C2C3=C(CC(C)(C)CC3=O)NC3=C2C(=O)CC(C)(C)C3)cc1,-2.3
Cc1ccc(N(CC(=O)NCC2CCCO2)S(C)(=O)=O)cc1Cl (stereo unspecified),-0.4
CCOC(=O)c1ccc(N2C(=O)CC(C3CCCO3)C2=O)cc1 (stereo unspecified),-4.9
Nc1c(S(=O)(=O)c2cccc(Cl)c2)c2nc3ccccc3nc2n1CCN1CCOCC1,-3.9
CCCN1C(=O)CN(C2CCC(C)CC2)C(=O)C1c1ccc(C)cc1 (stereo unspecified),1.5
COC(=O)C1=C(N)Oc2cc(C)n(CC3CCCO3)c(=O)c2C1c1ccccc1 (stereo unspecified),-2.3
Cc1ccc(S(=O)(=O)NCC2OCCc3ccccc32)cc1 (stereo unspecified),-4.5
C[C@@H](CN1CCC(Cc2ccccc2)CC1)[C@@H](O)c1ccc(O)cc1,-0.3
Cc1cc2nc3scc(-c4ccc(Cl)cc4)n3c2cc1C,-20.3
O=C1c2cccc3c(N4CCCCC4)ccc(c23)C(=O)N1CCCO,-17.9
CCC(=O)Nc1ccccc1C(=O)N1CCN(Cc2ccccc2)CC1,2.1&-2.7
COc1ccc(-n2nc3c(c2NC(=O)c2cccc(Br)c2)CSC3)cc1,4.6
Cn1c(=O)c2c(nc(CN3CCN(c4ccccc4F)CC3)n2CCCc2ccccc2)n(C)c1=O,6.5
COC(=O)c1cc2sc(Cl)cc2n1CC(=O)Nc1ccc(OC)c(OC)c1OC,-4.3
CC1CC(C)(C)NCCNC(C)CC(C)(C)NCCN1 (stereo unspecified),2.1
CC1=C(C(=O)Nc2ccc(Br)cn2)C(c2ccc([N+](=O)[O-])cc2)C2=C(CCCC2=O)N1 (stereo unspecified),-5.8
Cc1[nH]c2ccc(Br)cc2c(=O)c1CN(C)C,-1.2
Cc1nnc(NC(=O)CCC(=O)N2CCC(C)CC2)s1,-9.1
Cn1c(CCc2ccccc2)nnc1SCC(=O)N1CCCC1,-0.5
CSc1nc(N)c(C#N)c(-c2ccccc2Cl)c1C#N,6.3
CC(C)CC(=O)N1CCN(S(=O)(=O)c2ccccc2)CC1,2.9
Cc1ccc(CCNC(=O)c2cc(Nc3ccccc3)nc3ccccc23)cc1,-15.0
CCOC(=O)Cc1c(C)nc2c(-c3ccc(Cl)cc3)c[nH]n2c1=O,-9.2&-9.5
COc1ccc2nc(NC(=O)COC(=O)c3cc4ccccc4o3)sc2c1,-253.8
CCOCCCNC(=O)C1c2ccccc2C(=O)N2CCc3cc(OC)c(OC)cc3C12 (stereo unspecified),4.7
O=C(CSc1ccccn1)Nc1ccc(OC(F)(F)F)cc1,-1.6
CNS(=O)(=O)c1cc(-c2nnc(Nc3cccc(Cl)c3)c3ccccc23)ccc1C,9.4
COc1cccc(CNC(=O)c2ccc3c(c2)NC(=O)C(N2CCOCC2)S3)c1 (stereo unspecified),-19.8
Cc1ccc(C2C(C(=O)c3ccccc3)N3c4ccccc4C=CC3C2(C#N)C#N)cc1 (stereo unspecified),-155.5
O=C(Nc1ccc(NC(=O)c2cccc3c(Br)cccc23)cc1)c1ccco1,-25.2
O=C(O)C1CCC(=O)N1C1CCCC1 (stereo unspecified),-2.5
COc1cccc(NS(=O)(=O)c2ccc3[nH]cc(C(=O)NC4CCCC4)c(=O)c3c2)c1,-13.0
COc1ccc(NC(=O)Nc2ccc(N(C)C)cc2)cc1,-15.4
O=C1CN(C(=O)c2ccc(Br)o2)C(c2ccccc2)c2cc(F)ccc2N1 (stereo unspecified),0.5&-3.7
CCOc1ccc(-n2sc3c(c2=S)-c2cc(C)ccc2NC3(C)C)cc1,-5.6
Cn1c(=O)[nH]c(=O)c2c1nc(SCC(=O)OCc1ccccc1)n2Cc1ccccc1Cl,-7.2
O=C(NC1CCCCC1)C1CCC(=O)N1CCc1ccccc1 (stereo unspecified),-1.5
COCCOC(=O)C1=C(C)Nc2ncnn2C1c1ccc(F)cc1 (stereo unspecified),4.4
CCCNC(=O)c1sc2nc(C)nc(N3CCOCC3)c2c1C,-5.1
NC(=O)CSc1nnc(-c2ccc(S(=O)(=O)N3CCOCC3)cc2)n1CC1CCCO1 (stereo unspecified),-2.0
Cc1ccc2oc3c(c(=O)c2c1)C(c1cccs1)N(CCCN(C)C)C3=O (stereo unspecified),-10.1
CCOc1ccc(-n2c(=O)c3c4c(sc3n(CC(=O)NCc3ccco3)c2=O)CCCCC4)cc1,-13.3
CCN(CC)CCN1C(=O)C(=O)/C(=C(/O)c2ccncc2)C1c1ccccc1 (stereo unspecified),-8.8
CCCCc1ccc(Nc2ncnc3c2cnn3-c2ccc(OC)cc2)cc1,-5.8
Cc1nc(-c2c(C(F)(F)F)oc3cc(O)cc(C)c3c2=O)cs1,-8.2
O=C(Nc1sc2c(c1C(=O)NCC1CCCO1)CCCC2)c1cccs1 (stereo unspecified),0.6&-6.8
COC(=O)C1=C(C)NC2=C(C(=O)c3ccccc32)C1c1ccc(Br)cc1 (stereo unspecified),-71.4
CCOc1cc(C2Nc3ccccc3C(c3ccccc3)(c3ccccc3)O2)ccc1O (stereo unspecified),1.5
CC1CC(C)CN(c2cc(N(C)CCO)c([N+](=O)[O-])c3nonc23)C1 (stereo unspecified),-2.9
COc1cccc(N2CC(C(=O)Nc3ccc(C(=O)OC(C)C)cc3)CC2=O)c1 (stereo unspecified),5.7
CCOC(=O)c1cccc(NC(=O)CSc2nnc(-c3ccoc3C)n2CCOC)c1,-7.3
Cc1ccc(N(C(C)C(=O)Nc2ccc(S(=O)(=O)N3CCOCC3)cc2)S(C)(=O)=O)cc1 (stereo unspecified),-2.8
COc1ccc(C(=O)Nc2c3c(nn2-c2cc(C)cc(C)c2)CSC3)cc1OC,-0.1

# 3 entries out of the list above, sorted by the number in 14-3-3 PPI, highest first.
SMILES,14-3-3 PPI
COc1cccc(N2CC(C(=O)Nc3ccc(C(=O)OC(C)C)cc3)CC2=O)c1 (stereo unspecified),5.7
CCN(CC)CCN1C(=O)C(=O)/C(=C(/O)c2ccncc2)C1c1ccccc1 (stereo unspecified),-8.8
COC(=O)C1=C(C)NC2=C(C(=O)c3ccccc32)C1c1ccc(Br)cc1 (stereo unspecified),-71.4

# Next part
SMILES,14-3-3 PPI
COc1ccccc1-c1cc(C(=O)Nc2ccc3c(c2)OCO3)no1,-4.0
CN1CC(=O)NC1=NC(=O)c1cc(F)c(F)cc1Cl,0.7
COc1ccc(NC(=O)N(CCC(C)C)C(C)c2ccccn2)c(OC)c1 (stereo unspecified),-4.4
CCC(=O)N1CCc2cc(Br)cc(S(=O)(=O)N3CCN(CC)CC3)c21,2.6
CCC(C)(C(=O)NC1CCCC1)N(Cc1cccs1)C(=O)C1CCC(=O)N1 (stereo unspecified),-4.5
Cc1onc(-c2ccccc2Cl)c1C(=O)NCCN1CCOCC1,-4.2
CCOC(=O)C1=C(C)N=C2SC(C)C(=O)N2C1c1ccc(C(=O)OC)cc1 (stereo unspecified),4.7
CCc1nnc(NC(=O)C2CCCN(c3nc(C)cc(C)n3)C2)s1 (stereo unspecified),-2.3
CCOC(=O)CNC(=O)CSc1nnc(Cn2c(=O)sc3ccccc32)n1-c1ccccc1C,-4.2
Cn1c(SCC(=O)NCc2ccccc2)nc2c([nH]c3ccccc32)c1=O,6.2
COc1ccc(S(=O)(=O)Nc2ccc([N+](=O)[O-])cc2)cc1,3.5
CS(=O)(=O)N1CCN(c2ncccn2)CC1,0.0

# 2 entries picked at random from the list so far:
SMILES,14-3-3 PPI
Cc1onc(-c2ccccc2Cl)c1C(=O)NCCN1CCOCC1,-4.2
CCC(C)(C(=O)NC1CCCC1)N(Cc1cccs1)C(=O)C1CCC(=O)N1 (stereo unspecified),-4.5

# The results go on.
SMILES,14-3-3 PPI
CC(=O)N(CC(=O)Nc1nn(-c2ccccc2)nc1C(N)=O)Cc1ccccc1,-4.0
Cc1ccnc(NS(=O)(=O)c2ccc(NC(=O)CC(C)C)cc2)n1,0.5
CC1CCN(S(=O)(=O)c2ccc(NC(=O)CSc3nnnn3C)cc2)CC1,-0.5
Cc1cc(NS(=O)(=O)c2ccc(Nc3nc(-c4ccncc4)cs3)cc2)no1,-11.6
O=[N+]([O-])c1cc(C(=S)N2CCOCC2)ccc1O,3.4
N#CCn1c(-c2ccccc2F)nc2ccccc2c1=O,-5.6
CC1(O)c2ccccc2C(=O)N1Cc1ccccc1 (stereo unspecified),-5.9&-1.0
CC(=O)N1c2c(cc(Br)cc2S(=O)(=O)NCCc2ccc(Cl)cc2)CC1C (stereo unspecified),1.8
O=C(O)CCn1c(=O)oc2ccccc21,-13.7
CCOC(=O)NC(NC(=O)OCC)C(=O)c1ccc(F)cc1,-3.1
COCCNC(=O)CN1C(=O)c2cccc3cccc1c23,-8.2
Nc1nc(CSc2ccccn2)nc(Nc2ccccc2)n1,-8.7
CCSc1sccc1C1C(C#N)=C(N)N(c2cccnc2)C2=C1C(=O)CC(C)(C)C2 (stereo unspecified),-3.7
Cc1cc(C)c2[nH]c(=O)c(CN(Cc3ccco3)C(=O)C3CCCO3)cc2c1 (stereo unspecified),-4.8
COc1ccc(-c2nc3cc(NC(=O)c4ccc(-c5ccc([N+](=O)[O-])cc5)o4)ccc3o2)cc1,-8.3
COc1ccc(-c2cc(C(=O)NC3CCCCCCC3)c3ccccc3n2)cc1OC,-19.6
COc1cc(C=Cc2nc3cc(Cl)ccc3c(=O)n2-c2cccc(C)c2)cc(OC)c1OC,-0.3
Cc1ccc(S(=O)(=O)NCC2CCC(C(=O)N3CCc4ccccc43)CC2)cc1 (stereo unspecified),-11.3
CCN(CC)C(=O)CSc1nc(O)cc(=O)n1CC,-0.4
COc1cc(SC)ccc1C(=O)Nc1nccs1,12.7
O=c1c(CO)cc(CO)cc(CO)c1O,-1.7
COc1ccc(CC(=O)NCCc2cc3cc(C)c(C)cc3[nH]c2=O)cc1,-8.9
CCOC(=O)c1[nH]c2c([N+](=O)[O-])cccc2c1CC,-3.3
CCOc1ccc(C2NC(=S)NC(C)=C2C(=O)Nc2cccc(C)c2C)cc1 (stereo unspecified),-3.5
O=C(c1ccco1)N1CCN(C(=O)c2ccc(COc3ccc(F)cc3)o2)CC1,-2.2&-12.9
c1coc(Cn2c(SCc3nc4ccccc4[nH]3)nnc2-c2cnccn2)c1,-19.2
COc1ccc(-c2nnc3sc(-c4ccccn4)nn23)cc1,-8.4
O=c1c2c3c(sc2n(CCN2CCCC2)c(=O)n1Cc1ccco1)CCCCC3,-20.4
COC(=O)c1c(NC(=O)c2cccnc2)sc2c1CCC2,-40.8
O=C(O)CC(CNS(=O)(=O)c1ccccc1)c1ccccc1 (stereo unspecified),0.0
O=C(c1cc(C2CC2)on1)N1CCOCC1,5.3
O=C(CSc1nncs1)N1c2ccccc2Sc2ccccc21,-1.5
CCN(CC)CCOc1cccc(C(C)C)c1,-3.4
CC(=O)NCCn1c(SCc2ccc(Cl)cc2)nc2ccccc2c1=O,0.6
CN(C)CC(O)COc1cc2ccccc2cc1C(=O)N1CCCCC1 (stereo unspecified),-9.5
CCOc1ccc2c(=O)c(Oc3cccc(C)c3)coc2c1,-4.9
Cc1cccc(NC(=O)c2ccc(S(=O)(=O)N3CCCC3)cc2)c1C,5.6
COc1cc(-c2nnc(SCC(=O)N3CCCCC3C)o2)cc(OC)c1OC (stereo unspecified),-8.9
Clc1ccc(-c2csc3ncnc(NCc4ccco4)c23)cc1,-26.2
O=C(CSc1nc2ccccc2c2nc(-c3ccc([N+](=O)[O-])cc3)nn12)c1ccc(F)cc1,-8.3
COc1ccc(Cl)cc1NC(=O)c1ocnc1C,-1.7
CC(C)C1CC(CCNCc2ccco2)(c2ccccc2)CCO1 (stereo unspecified),-11.4
N#Cc1ccc(NC(=O)c2cnn3c(C(F)(F)F)cc(-c4ccco4)nc23)cc1,-19.9
Cc1ccc(OCC(=O)Nc2c(C)n(C)n(-c3ccccc3)c2=O)cc1,-2.9
CCn1c(=S)sc2c(=O)n(-c3ccccc3)c(SCC(=O)Nc3ccc(C)cc3)nc21,-2.0
O=C1CC(c2nc3ccccc3[nH]2)CN1c1cccc(C(F)(F)F)c1 (stereo unspecified),-0.4
Cc1cccc(C)c1NC(=O)c1cc(S(=O)(=O)NCCc2ccccc2)ccc1F,-4.4
CCCc1c(O)nc(SCC(=O)O)[nH]c1=O,1.4
O=C1C(=O)N(CCCN2CCOCC2)C(c2ccc(F)cc2)/C1=C(\O)c1ccc(Br)cc1 (stereo unspecified),3.1
CCOC(=O)c1c(C)nc2c(c1-c1ccc(C)cc1)C(=O)c1ccccc1-2,-51.0
CCC(C)Oc1cccc(C(=O)Nc2ccccc2N2CCOCC2)c1 (stereo unspecified),-0.2
C=CCNC(=O)c1cc(S(=O)(=O)N2CCOCC2)ccc1F,-8.2
COc1ccc2nc3oc(C(=O)Nc4cccc([N+](=O)[O-])c4C)cc3cc2c1,-7.0
O=C(Nc1nc(-c2ccc(I)cc2)cs1)c1ccc(S(=O)(=O)N2CCc3ccccc32)cc1,-15.6
CN(CC(=O)NC(C)(C)C)S(=O)(=O)c1ccc(Br)s1,0.5
CCOc1ccc(NC(=O)c2ccccc2F)c([N+](=O)[O-])c1,-7.1

# Only part of the results is shown. The share of hits here may be higher or lower than overall.
